HIF-2a block: HIF-2a reporter inhibitors, primary screen, luminescence, 786-0 RCC cells | 786-0 RCC cells HIF-2a reporter, luciferase luminescence, overnight | inhibition, % at 18.8 µM | hit rate 0.72% among 360,000 | AID 624352, 2012;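 active = inhibition of the luminescence signal of 40% or more relative to plate controls, in a single-dose primary screen at 18.75 µM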
NR2E3 ag-1: NR2E3 agonists in two-hybrid cells, primary screen, cell-based, luminescence, CHO-S, Gal4-NCOR/VP16-NR2E3; Photoreceptor-specific nuclear receptor (Homo sapiens), Q9Y5X4; luciferase; inhibition of corepressor binding, % at 3.98 µM; hit rate 0.35% among 360,000; AID 602229, 2012;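 active = inhibition above the mean of all tested compounds plus 3 SD, cut at about 70% in these data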;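 note: 0% = DMSO with NR2E3 transfected cells and 100% = cells lacking NR2E3 construct; higher means lower luciferase signal from less NR2E3 corepressor binding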
Target sequence (Q9Y5X4 whole entry, looked up, the tested form may be a part): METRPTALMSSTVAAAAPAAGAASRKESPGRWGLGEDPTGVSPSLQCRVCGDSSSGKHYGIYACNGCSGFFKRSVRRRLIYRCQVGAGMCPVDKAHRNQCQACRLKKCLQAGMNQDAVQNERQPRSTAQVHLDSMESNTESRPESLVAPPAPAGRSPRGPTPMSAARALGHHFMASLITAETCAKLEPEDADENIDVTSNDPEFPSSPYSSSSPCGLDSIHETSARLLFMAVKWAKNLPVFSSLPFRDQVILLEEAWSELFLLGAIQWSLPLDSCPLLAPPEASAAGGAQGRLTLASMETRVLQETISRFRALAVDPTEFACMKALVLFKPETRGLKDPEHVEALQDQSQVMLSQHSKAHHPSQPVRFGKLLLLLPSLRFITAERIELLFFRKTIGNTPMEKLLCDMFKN
CF NFkB inh: inhibitors of PAF-induced NF-kB signaling, primary screen, cell-based, GFP fluorescence, uHTS; KKLEB NF-kB-GFP reporter, GFP fluorescence overnight; inhibition, % at 5 µM; hit rate 0.86% among 360,000; AID 588850, 2011;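 active = at least 50% inhibition at 5 µM, scaled per plate between neutral and stimulator controls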;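 note: PAF is a Pseudomonas aeruginosa culture filtrate used as stimulus; plate controls were PAF-stimulated DMSO wells for no effect and unstimulated DMSO wells for full effect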
KKLEB tox: cytotoxicity in KKLEB CF airway cells, primary screen, cytotoxicity control for CF NF-kB inhibitor project, cell-based, uHTS, fluorescence assay plates; hit rate 0.36% among 360,000; KKLEB CF airway cells viability, ATPlite luminescence, overnight; active compounds read low; cells stimulated with P. aeruginosa culture filtrate; activity change (cytotoxicity), % at 5 µM;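 active = corrected activity change at or below -50% at 5 µM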
hiPSC survival: enhancers of single-cell hiPSC survival, primary screen, ATPlite luminescence. 100% = ROCK inhibitor wells, 0% = DMSO. survival enhancement, % at 20 µM. hit rate 0.044% among 360,000; in the data active = survival enhancement above about 18%;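 note: cells exposed to compounds for 16 hours before the ATP read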
Peg3 promoter: Peg3 promoter-driven luciferase inhibitors, primary screen, cell-based, HeLa, luciferase luminescence. AID 588405, 2011. HeLa PEG-Prom luciferase reporter, overnight. hit rate 1.7% among 360,000. inhibition, % at 20 µM;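 active = inhibition of at least 50% at 20 µM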
Shn3 3UTR inh: reduction of Shn3 3'UTR firefly luciferase signal, primary screen, Schnurri-3 inhibitor project, cell-based, Clone20 osteoblasts, set 2; Clone20 osteoblast Shn3 3'UTR firefly luciferase, 24 h; hit rate 0.52% among 360,000; inhibition, % at 12.5 µM; AID 588674, 2011;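 active = mean inhibition of at least 75% with every replicate also reaching 75%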;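 note: 0% = median of neutral control wells and 100% = pilot-screen positive control compound; some compounds past the cut are filed as inactive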
MITF TRPM1 inh: inhibitors of MITF-dependent TRPM1 promoter reporter, primary screen, cell-based, SK-MEL-5, single point, luciferase. SK-MEL-5 TRPM1 promoter luciferase, 24 h. inhibition, % at 12.5 µM. hit rate 0.83% among 330,000. AID 488899, 2010;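 active = mean inhibition across replicates of 60% or more, whatever share of single replicates reaches that level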; note: values of inactives mirror those of a sister screen read the other way
NR2E3 ag-2: inhibitors of NR2E3-RetCOR corepressor binding, primary screen, NR2E3 agonist project, biochemical, TR-FRET, GST-NR2E3, biotin-RetCOR; inhibition of corepressor binding, % at 4.78 µM; Photoreceptor-specific nuclear receptor (Homo sapiens), Q9Y5X4; 1536-well; hit rate 0.12% among 320,000; AID 2300, 2010;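 active = percent inhibition above the cutoff of mean plus 3 SD of all tested compounds, set per screening campaign, cut at about 20% in these data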;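 note: 0% = DMSO wells and 100% = biotin wells as full block of FRET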
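Material – GST-tagged NR2E3 plus biotinylated RetCOR corepressor · Quantity – NR2E3 fusion 1.35 nM · Times – 5 h incubation at 4 °C · Medium – pH 7.5 Tris-based buffer · Technique – TR-FRET, Eu(K)-anti-GST donor, streptavidin-D2 acceptor, ex 340, em 617/671 nm · Benchmarks – high control biotin, low control 0.6% DMSO · Format – 1536-well plates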
TRAIL sens C8: viability loss with TRAIL in NB7+C8 cells, primary screen, TRAIL sensitizer project, cell-based, ATPlite luminescence; hit rate 1% among 360,000; inhibition (viability loss, TRAIL sensitization), % at 10 µM;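 active = compounds causing at least 50% loss of cell viability in the single-dose screen, relative to plate controls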
LMP1 NFkB inh: EBV LMP1-driven NF-kappaB luciferase reporter inhibitors, primary screen, cell-based, luminescence, single point; LMP1-induced NF-kappaB luciferase reporter cells; inhibition, % at 12.5 µM; hit rate 0.69% among 350,000; AID 504558, 2011; in the data active = inhibition above about 41%;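 note: 0% = neutral control wells and 100% = reference inhibitor control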
The depositor's hits bear a star; · = not tested or not shown. A portion of the library, so the mix of outcomes need not match the whole.

mol,HIF-2a block,NR2E3 ag-1,CF NFkB inh,KKLEB tox,hiPSC survival,Peg3 promoter,Shn3 3UTR inh,MITF TRPM1 inh,NR2E3 ag-2,TRAIL sens C8,LMP1 NFkB inh
Cc1ccc(SCCC(=O)Nc2ccc(Br)c(C)c2)cc1,-41,2,-25,0,0.6,17,1,4,-1,-4,10
O=C(NC1(C(F)(F)F)NC(=O)N(Cc2cccnc2)C1=O)c1ccc(F)cc1 (stereo not given),13,0,-8,2,-0.9,9,-2,2,2,9,2
CCOC(=O)N/N=C(C)/C=C/c1ccccc1,-88,-28,-6,1,-1.6,-84,-23,-17,-4,-2,1
COC(=O)c1nn(-c2ccccc2)c(Sc2ccc(OC)cc2)c1/C=N/O,4,-17,6,-15,9.2,17,8,-4,2,13,10
COc1ccc(C(=O)O)cc1S(=O)(=O)N1CCCc2ccccc21,19,-7,-10,9,-0.7,17,-23,3,-2,-5,-3
C=CCOc1c(Br)cc(CNn2cn[nH]c2=S)cc1OC,2,-33,12,-2,3.7,-12,-1,1,0,0,-1
C=CCC1NCCc2c(Br)cccc21 (stereo not given),13,-47,15,-11,-1.2,-7,-5,-2,1,-5,4
COc1ccc(NC(=O)CSc2nnc(-c3ccccc3)n2Cc2ccco2)c(OC)c1,11,-3,6,6,3.3,1,-8,11,2,-16,-7
COc1cccc(C(=O)C2CCCN(Cc3cn(CC(N)=O)c4ccccc34)C2)c1 (stereo not given),1,24,-9,0,-1.4,-4,22,-2,-2,-7,-10
CC(O)[C@H]1CNC(=O)C(=O)N1CC1CCCCC1 (stereo not given in full),0,-12,5,8,-0.9,-15,-7,4,4,-11,4
CCCC(=O)NCCc1cc(OC)c(OC)cc1Br,15,-33,16,4,0.1,3,19,-9,6,5,-4
CCOc1cc(/C=N/Nc2nnc(C)n2N)ccc1OC(C)=O,-16,11,-4,3,1.0,-8,-46,12,·,-3,8
Cc1cccc(C)c1-n1c(SCC(=O)Nc2ccc(C(=O)O)cc2)nnc1-c1cccc(S(=O)(=O)N(C)C)c1,7,-14,6,-18,2.2,12,-4,0,3,-5,-2
CC(=O)N1CCN(C(C)=O)C1c1ccccc1,20,7,-16,1,1.6,13,-7,15,4,-11,-8
O=C(NCC1CCCO1)C1CCCN(Cc2cnn(-c3ccccc3)c2-n2cccc2)C1 (stereo not given),5,-1,6,-2,-2.1,9,-23,4,4,0,2
COc1cc([N+](=O)[O-])cc2cc(C(=O)NC(C)(C)C)c(=O)oc12,16,-4,10,-8,0.5,16,-1,8,1,4,1
CNC(=O)CSc1nc2c(c(=O)n(C)c(=O)n2C)n1Cc1ccc(C)cc1,-8,-24,-6,-6,-1.8,6,-2,7,4,-3,5
O=C(C1CCCCC1)N1CCN(S(=O)(=O)c2cccc([N+](=O)[O-])c2)CC1,-2,-15,1,5,0.5,3,11,-6,-4,-7,0
O=C(NCc1ccco1)C1CCN(C(=O)c2cc3sccc3n2Cc2ccc(Cl)cc2)CC1,13,0,17,-7,-0.7,25,69,5,6,-29,14
Cc1nnc(NC(=O)CSc2nnc(CNC(=O)c3ccc(S(=O)(=O)N(C)C)cc3)o2)s1,8,-14,-6,14,0.0,9,7,-2,2,-1,1
COc1ccc(OC)c(N(CC(=O)NN=C2CCN(C)CC2)S(=O)(=O)c2ccccc2)c1,4,-20,6,4,-0.4,16,-15,0,0,6,-3
CCCCOC(=O)Nc1nnc(CCc2ccccc2)s1,1,-3,3,-4,-0.3,-2,13,4,4,-20,6
CCOC(=O)Cc1nnc(NC(=O)c2cccc(OCC)c2)s1,-15,-12,7,2,-0.9,-11,-3,0,2,-4,-12
Cc1cc(C)c(C#N)c(SCC(=O)c2cc(C)n(CCc3ccccc3)c2C)n1,-26,7,10,0,-0.6,-11,71,-3,-2,3,7
Cc1ccc(-c2cc(C(=O)N/N=C/c3c[nH]c4ccccc34)[nH]n2)cc1,-111,-47,16,11,-1.4,-123,-6,-8,·,48,-3
Cc1ccc(S(=O)(=O)N(C)C[C@@H]2Oc3ncc(Br)cc3C(=O)N([C@H](C)CO)C[C@H]2C)cc1,3,-25,4,5,-0.8,10,0,·,·,-17,7
COc1ccc(N(CC(=O)N2CCC(C)CC2)S(=O)(=O)c2c(C)nn(C)c2C)cc1,4,3,29,-6,-1.0,25,-7,2,1,-14,-2
O=C(Nc1ccc(S(=O)(=O)N2CCCC2)cc1Cl)C1=COCCO1,20,-9,-23,6,1.3,5,19,-1,2,8,2
Cc1nc(C(=O)N2CCCC(N3CCN(c4ccccc4C)CC3)C2)cs1 (stereo not given),-4,-1,-24,15,-0.4,-1,12,-5,0,-6,12
CN(C)c1cc[n+](CC(=O)c2ccc(OC(F)F)cc2)cc1,12,-15,-5,-2,-0.3,9,27,9,0,-1,10
COc1ccc(-n2c(CN3CCN(c4ccccc4OC)CC3)nc3ccc([N+](=O)[O-])cc3c2=O)c(OC)c1,10,-20,1,2,-0.4,19,25,9,·,15,·
COc1ccnc(N=CNOCc2cccc(Cl)c2Cl)c1C#N,-84,-51,0,-9,0.6,-93,-10,-32,0,-18,6
CC(C)(CNC(=O)c1ccc(NS(=O)(=O)c2ccc(F)cc2)cc1)N1CCOCC1,13,8,9,-18,-0.2,26,-5,1,·,8,9
Cc1cccc(C)c1OCc1nnc(SCC(=O)Nc2nccs2)n1-c1ccccc1,16,-11,20,14,3.0,14,26,19,0,-3,-2
COc1ccc(-c2nn(-c3ccccc3)cc2/C=N/NS(=O)(=O)c2ccccc2)cc1,-110,-31,4,7,2.3,-160,-15,-30,1,-2,-10
CC(NC(=O)Cn1c(NCCO)nc2ccccc21)c1ccccc1 (stereo not given),16,-21,4,-4,0.0,16,-10,-4,1,-17,0
O=C(NC(=S)Nc1ccc(S(=O)(=O)N2CCCCCC2)cc1)c1cccs1,4,-23,17,-8,-1.1,8,5,-2,3,7,2
CC(=O)c1cc(C)ccc1OC(=O)c1ccco1,6,-14,2,2,-3.8,8,2,-4,0,3,0
Cc1onc(-c2ccccc2)c1C(=O)N/N=C/c1c(F)cccc1Cl,5,3,-33,-6,-0.2,8,2,12,2,7,-5
Cc1cccc(N2CCN(C(=O)CCCOc3ccccc3)CC2)c1C,-223,-139,7,-7,-1.6,-259,-27,-41,4,2,-38
CC(C(=O)NC1CCCCC1)N1C(=O)C2C3C=CC(C3)C2C1=O (stereo not given),11,-3,-14,17,1.1,12,11,-1,1,3,-2
N=C(c1ccc([N+](=O)[O-])cc1)N1CCCCC1,14,17,-7,0,2.3,14,-14,8,0,-6,2
CCN(CC)c1cc2c(c3c1ccn3C)C1CCC2O1 (stereo not given),-3,-37,-28,13,-0.9,0,-9,·,·,11,·
CC(=O)C[C@H](O)CC(=O)[C@@H]1OC(=O)CCCCCCCCc2ccccc21,9,-18,-13,15,-1.8,-8,11,13,·,-1,-1
COc1ccc(C(C)=O)cc1COC(=O)c1cc(C)nc2ccccc12,3,-12,2,-3,0.0,12,29,-5,3,7,-4
CC(Sc1nnnn1-c1ccccc1)C(=O)Nc1ccc(Cl)cn1 (stereo not given),16,-3,3,3,-0.7,-4,17,-2,3,3,4
CCOc1ccc(S(=O)(=O)NCCC(=O)N2CCN(c3ncccn3)CC2)cc1,16,-4,-26,6,-2.5,11,1,5,-1,-10,-4
O=C(NNC(=O)c1cccc2ccccc12)c1ccc(Cl)c(Cl)c1,-96,-32,-22,4,-1.3,-53,-14,2,·,-17,-2
O=[N+]([O-])c1ccc(N2CCCCC2)cc1N1CCOCC1,-7,-29,1,-2,1.4,6,6,-3,1,2,-8
CN(c1ccc(OCC(=O)OCC(=O)c2c(N)n(C)c(=O)n(C)c2=O)cc1)S(=O)(=O)c1ccc2ccccc2c1,20,-4,-9,9,-0.8,7,4,4,-2,-5,-4
O=C(CNC(=O)c1ccco1)OCC(=O)c1ccc(Cl)cc1Cl,15,-6,8,-1,-0.6,2,-14,-1,0,8,2
O=S(=O)(c1ccc(Br)s1)N1CCN(c2ccc(F)cc2)CC1,-2,-14,6,-2,-0.3,3,-8,3,4,-12,-9
O=C(NC(=S)N1CCc2ccccc21)c1ccc(Br)o1,-50,2,10,-11,-0.2,-22,6,-1,-2,23,-14
CCCc1nnc(SCC(=O)N(CC)CC)n1CC1CCCO1 (stereo not given),13,3,-25,18,1.0,7,-7,2,0,1,0
COC(=O)c1cccc(Nc2ccc([N+](=O)[O-])cn2)c1,-18,-27,-20,0,-0.1,-41,2,-19,-3,-6,-4
CN(C)/C=N/C1=C(C#N)C(c2cccs2)c2ccc3ccccc3c2O1 (stereo not given),-252,-137,0,-12,0.7,-164,-2,0,·,24,-22
O=C(Cn1ccc2ccccc2c1=O)NCCC(=O)Nc1cccc(Cl)c1,12,-1,4,5,-0.7,11,4,3,2,8,-1
COc1ccc(/C=C/c2nc3sc4c(c3c(=O)o2)CCC4)cc1,-10,-9,3,-8,-1.7,-122,-7,0,-2,5,0
O=C1CCN(Cc2ccccc2)C=C1c1ccc(Cl)cc1,-63,5,11,-7,2.3,-34,-11,-5,·,-7,-2
CC(C)C(=O)N1CCC2(CC1)Oc1ccc(Cl)cc1C(=O)C21CC(c2ccccc2)=NO1 (stereo not given),8,-18,-8,-4,6.0,7,6,3,2,-12,-2
Fc1ccccc1Cn1cc(C(=S)N2CCOCC2)c2ccccc21,-9,-5,11,-10,-0.2,-1,9,-14,0,5,-5
Cc1ccc(C)c(Cn2nnc3c(=O)[nH]c(C(=O)Nc4ccc(F)cc4)nc32)c1,22,-15,22,6,0.0,28,7,2,4,6,5

Screens (PubChem)
